Screens (PubChem)
AmpC no deterg – blocks E. coli AmpC beta-lactamase in detergent-free assay. P00811. Potency, µM (doses to about 57.1 µM), without a hit: at the highest dose activity change, negative = inhibition, hits mostly inhibitors. AmpC nitrocefin hydrolysis, absorbance 480 nm, 0.0001% Triton. 0.52% of 330,000 active. AID 485341;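 also: potency is read from the fitted curve at half-maximal effect; plate controls were no compound for no effect and no enzyme for full effect; nearly all actives have a fitted effect of over 20% in size; some results filed as inactive show a strong effect at the top dose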
Target sequence (P00811 whole entry, looked up): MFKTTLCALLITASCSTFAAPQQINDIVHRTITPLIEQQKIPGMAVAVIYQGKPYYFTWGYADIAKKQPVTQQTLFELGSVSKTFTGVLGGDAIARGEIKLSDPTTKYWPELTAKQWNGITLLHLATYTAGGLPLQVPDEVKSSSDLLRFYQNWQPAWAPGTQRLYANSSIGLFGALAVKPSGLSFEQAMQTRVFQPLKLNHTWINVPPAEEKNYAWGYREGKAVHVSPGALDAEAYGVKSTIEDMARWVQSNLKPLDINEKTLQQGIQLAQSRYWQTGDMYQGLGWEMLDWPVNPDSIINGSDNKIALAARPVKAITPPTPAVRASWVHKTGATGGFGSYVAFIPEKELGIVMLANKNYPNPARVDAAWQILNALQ
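AmpC (5.3 nM in the dispensed reagent) in 20 mM phosphate pH 7.0 with 0.01% (detergent screen) or 0.0001% Triton X-100 was preincubated with compounds for 15 min at room temperature. Nitrocefin was then added from an 800 uM solution, and hydrolysis was followed at 480 nm.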
LmPK inh – blocks Leishmania mexicana pyruvate kinase activity; AID 1721; purified LmPK, Kinase-Glo ATP luminescence, 1 h; 0.37% of 290,000 active; Potency, µM (highest dose often 57.5 µM), inactives show top-dose activity change, negative = inhibition, actives largely listed as inhibitors; also: potency is read from the fitted curve at half-maximal effect
Target sequence (Q27686 whole entry, looked up): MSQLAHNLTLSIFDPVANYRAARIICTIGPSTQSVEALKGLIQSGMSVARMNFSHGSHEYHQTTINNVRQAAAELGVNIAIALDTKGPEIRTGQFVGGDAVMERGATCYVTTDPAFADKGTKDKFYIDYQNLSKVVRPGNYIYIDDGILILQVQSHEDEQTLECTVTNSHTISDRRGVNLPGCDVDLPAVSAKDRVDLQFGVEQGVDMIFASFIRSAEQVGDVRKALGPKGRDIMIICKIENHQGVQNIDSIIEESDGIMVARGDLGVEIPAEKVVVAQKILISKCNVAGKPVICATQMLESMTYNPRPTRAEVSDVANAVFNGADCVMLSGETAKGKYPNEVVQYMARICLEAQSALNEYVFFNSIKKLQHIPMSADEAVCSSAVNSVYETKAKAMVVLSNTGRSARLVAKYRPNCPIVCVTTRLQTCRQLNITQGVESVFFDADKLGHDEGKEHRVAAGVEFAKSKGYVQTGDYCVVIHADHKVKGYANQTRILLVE
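Purified LmPK (0.1 nM) converted ADP (0.1 mM) to ATP with PEP (0.5 mM) in imidazole buffer pH 7.2 with KCl and MgCl2, 1 h at room temperature. ATP was read by Kinase-Glo luminescence; data normalized to uninhibited and no-enzyme controls.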
AmpC inh detg – blocks E. coli AmpC beta-lactamase in detergent assay; Potency, µM (series often up to 114 µM), inactives show at the highest dose activity change, negative = inhibition, actives largely listed as inhibitors; 0.041% of 370,000 active; AmpC hydrolysis of nitrocefin, absorbance 480 nm, 0.01% Triton;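 also: potency is read from the fitted curve at half-maximal effect; 0% = no-compound wells and -100% = no-enzyme wells; nearly all actives have a fitted effect of over 25% in size; some results filed as inactive show a strong effect at the top dose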
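AmpC (5.3 nM in the dispensed reagent) in 20 mM phosphate pH 7.0 with 0.01% (detergent screen) or 0.0001% Triton X-100 was preincubated with compounds for 15 min at room temperature. Nitrocefin was then added from an 800 uM solution, and hydrolysis was followed at 480 nm.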
AMA1-RON2 inh – AMA1-RON2 (P. falciparum) interaction inhibition; AlphaScreen AMA1-biotinylated RON2 peptide binding; Potency, µM (doses to about 58.2 µM), inactives show top-dose activity change, negative = inhibition, hits mostly inhibitors; 0.2% of 360,000 active; AID 720542;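 also: potency is read from the fitted curve at half-maximal effect; 0% = vehicle wells and -100% = peptide control; nearly all actives have a fitted effect of over 45% in size; some results filed as inactive show a strong effect at the top dose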
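AMA1 (3D7) with his tag at 25 nM final met compounds first, then biotinylated RON2 peptide at 25 nM; detection used donor plus acceptor beads, 10 µg/mL apiece, read by AlphaScreen after 30 min at room temperature.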
TbPYK inhibitor – blocks Trypanosoma brucei pyruvate kinase; AID 624173; Q57TT1; Potency, µM (highest dose often 76.8 µM), without a hit: top-dose activity, negative = inhibition, actives largely listed as inhibitors; TbPYK enzyme, Kinase-Glo Plus ATP luminescence, 45 min; 0.12% of 410,000 active; also: potency is read from the fitted curve at half-maximal effect; nearly all actives have a fitted effect of over 50% in size
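Enzyme and substrate buffer are dispensed first and compound is pin-transferred. ADP at 130 uM final then starts the reaction, which runs 45 min at room temperature. Detection reagent is added for 10 min before luminescence is imaged.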
HCMV inh – inhibitors of human cytomegalovirus; HFF cells, HCMV-luciferase reporter, 72 h; active compounds read low; activity change, negative = inhibition, % at 57.5 µM; 4.5% of 410,000 active; in the data active = activity change below about -60%; inconclusive = no clear call, values can overlap the other calls; inactive = above about -39%
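Inhibition of viral replication was scored as loss of reporter luminescence in HFFs infected with HCMV-luciferase (MOI 1 PFU/cell) for 72 h; compounds tested at 2 doses, normalized to buffer and Salinomycin controls.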
HCV inh – blocks hepatitis C virus | 3.4% of 340,000 active | Potency, µM (doses to about 41.8 µM), inactives show at the highest dose activity change, negative = inhibition, actives largely listed as inhibitors | AID 651820 | Huh7.5.1 HCVcc-Cre infection, luciferase reporter, 44 h; also: potency is read from the fitted curve at half-maximal effect
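Cells seeded at 1,000/well and cultured 4 h, then compounds added followed by HCVcc-Cre virus (~0.5 moi). After 44 h further culture, luciferase substrate was added, plates held 15 min at room temperature, and luminescence read for 15 sec.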
* = called active by the depositor; ? = inconclusive; . = not tested or not shown; & = joins results of further samples; [ ] = dose if it differs, or a comment. Unless noted, calls follow the shape of the dose curve; as a rule, active = well fitted curve in the direction sought with a large enough effect; inconclusive = small, poorly fitted or top-dose-only effect, or another doubt; inactive = no such curve, though single readings can be large; an effect the other way counts as inactive or inconclusive. Unless noted, % is scaled to controls: 0 for no effect and ±100 for the full control effect. Not a hit list; 7.5% or so of the library scored in one or more.

SMILES	AmpC no deterg	LmPK inh	AmpC inh detg	AMA1-RON2 inh	TbPYK inhibitor	HCMV inh	HCV inh
Cc1cccc(-n2nnc(C(=O)NC3CCCc4ccccc43)c2N)c1 (stereo not drawn)	-13.3%	4.2%	-9.6%	-5.2%	1.7%	-26.7	?
CC(C)c1ccc(OCC(=O)NCc2ccco2)cc1	-4.3%	-6.4%	-3.9%	0.0%	-2.3%	4.5	1.1%
Cc1ccc(NC(=O)CCn2c(=O)[nH]c3ccsc3c2=O)cc1C	-26.4%	-0.8%	?	-0.6%	1.2%	-9.3	6.4%
O=C(NCCc1ccccc1)C1CCN(C(=O)c2ccc([N+](=O)[O-])cc2)CC1	25.2%	-1.5%	?	6.3%	1.8%	-14.9	1.4%
COc1ccccc1NC(=O)c1ccc(S(=O)(=O)N(C)c2ccccc2OC)cc1	-42.5%	.	.	9.8%	3.3%	27.4	?
CN(C)S(=O)(=O)c1cc(NC(=O)COC(=O)CCSc2ccc(Cl)cc2)ccc1Cl	-33.5%	2.2%	-11.2%	16.6%[2.32 µM]	-2.4%	-34.7	7.3%
O=C(CN1CCN(C(=O)CNC(=O)c2ccc(N3CCCC3=O)cc2)CC1)Nc1cccc(F)c1	.	.	.	24.2%	1.2%	18.1	.
c1csc(-c2nnc3ccccn23)c1	-9.7%	2.9%	-17.8%	-5.8%	7.1%	-6.0	2.8%
NS(=O)(=O)c1ccc(NC(=S)NC2CC2)cc1	-9.0%	2.0%	2.5%	-8.6%	2.4%	6.1	10.0%
Nc1cc2nn(-c3ccccc3)nc2cc1Cl	-21.8%	-7.2%	-1.7%	11.1%	-1.0%	124.7	?
COc1cc(S(=O)(=O)NCc2ccccn2)ccc1Cl	-20.1%	0.8%	-13.6%	29.1%	-18.9%	-3.0	4.2%
O=Cc1ccc(-c2ccccc2OC(F)(F)F)o1	-13.3%	1.7%	5.7%	3.3%	-0.4%	-6.7	5.6%
Cc1ccc(CC(=O)NCc2nc(-c3cccc(C)c3)no2)cc1	.	.	12.9%	.	2.5%	17.2	.
CCOC(=O)c1ccc(Oc2c(C)oc3c(CN4CCN(C)CC4)c(O)ccc3c2=O)cc1	23.5%	-2.9%	1.1%	-19.4%	3.1%	9.4	-20.3%
COc1ccc(/C=N/NC(=O)c2ccc(COc3ccccc3Cl)o2)c(OC)c1C	?	-2.4%	-1.7%	4.5%	2.6%	?	-27.3%
O=C(NCc1ccccc1F)C1CCCN(C(=O)Nc2ccc(F)cc2)C1 (stereo not drawn)	-7.7%	-4.8%	-3.6%	0.0%	-3.1%	-17.7	-4.6%
COc1cc(NC(=O)c2cc([N+](=O)[O-])ccc2NC(=O)CN2CCN(c3ccccn3)CC2)cc(OC)c1	-3.8%	-8.2%	3.5%	-25.0%	4.2%	-12.2	?
O=C1/C(=C/c2ccccc2F)SC(=S)N1CCC(=O)N1CCCCC1CCO (stereo not drawn)	96.8%[activator]	5.7%	1.0%	-9.2%	-6.2%	-84.0*	?
O=C1OCCC1Sc1nc2ccccc2c(=O)n1-c1ccc(F)cc1 (stereo not drawn)	-0.8%	-1.3%	-0.8%	-3.7%	6.1%	-4.3	7.5%
COc1ccc(NC2CCCN(C(=O)c3ccc4nccnc4c3)C2)cc1OC (stereo not drawn)	26.5%	0.4%	6.8%	-7.4%	-22.0%	10.6	17.5%

Single records (already shown). Values in the order: AmpC no deterg | LmPK inh | AmpC inh detg | AMA1-RON2 inh | TbPYK inhibitor | HCMV inh | HCV inh
COc1cc(S(=O)(=O)NCc2ccccn2)ccc1Cl as listed: -20.1% | 0.8% | -13.6% | 29.1% | -18.9% | -3.0 | 4.2%
CN(C)S(=O)(=O)c1cc(NC(=O)COC(=O)CCSc2ccc(Cl)cc2)ccc1Cl as listed: -33.5% | 2.2% | -11.2% | 16.6%[2.32 µM] | -2.4% | -34.7 | 7.3%

The results go on:
SMILES	AmpC no deterg	LmPK inh	AmpC inh detg	AMA1-RON2 inh	TbPYK inhibitor	HCMV inh	HCV inh
COC(=O)COc1ccc(Oc2nc(SC)nc(N(C)C)n2)nn1	1.6%	2.1%	?	18.4%	-5.6%	75.6	-9.2%
CCCCCC(=O)Nc1ccccc1N1CCOCC1	-14.8%	-0.4%	?	3.4%	5.2%	-6.2	9.5%
COc1ccccc1C(=O)N/C(=C\c1ccc2c(c1)OCO2)C(=O)NCCc1nc2ccccc2[nH]1	2.4%	5.2%	-7.5%	19.0%	-14.2%	22.8	-4.4%
O=C(Cn1c(=O)cnc2ccccc21)Nc1ccccc1N1CCOCC1	15.2%	-0.6%	2.7%	-6.8%	-6.2%	7.5	-7.3%
CCN(Cc1ccncc1)C(=O)C(CO)c1ccccc1 (stereo not drawn)	-7.0%	-8.4%	-6.5%	9.9%	3.0%&-0.2%	?	10.5%
CC(=O)c1nn(-c2cccc(Br)c2)cc1C(=O)c1ccco1	-15.4%	1.3%	?	-13.7%	0.0%	7.5	-21.7%
O=S(=O)(N/N=C1\CC(c2ccccc2)Oc2ccccc21)c1ccccc1 (stereo not drawn)	-32.7%	4.6%	4.8%	-16.3%	-3.4%	-16.9	-14.0%
CCCOc1ccc(Cl)cc1CN1CCOCC1	.	-5.9%	0.5%	2.0%	-12.1%	-14.2	-26.4%
CCCC(CNC(=O)COC(=O)C1=NNC(=O)CC1)c1ccc(Cl)cc1Cl (stereo not drawn)	71.9%[activator]	.	.	-1.1%	5.3%	-12.8	2.1%
Cc1cc2ncn(S(=O)(=O)N3CCOCC3)c2cc1C	23.7%	-8.6%	-8.4%	-3.6%	-2.7%	30.8	-9.9%
CC(=O)c1ccc(S(=O)(=O)N2CCN(C(=O)CCC3CCCC3)CC2)cc1	19.5%	.	0.0%	-5.0%	-4.1%	-15.3	3.3%
Fc1ccc(Oc2ccc3nnc(C(F)(F)F)n3n2)cc1	-2.4%	0.4%	-21.5%	4.6%	-1.7%	-2.8	9.8%
Cc1ccccc1C(=O)N1CCC(C(=O)NCCc2ccc(S(N)(=O)=O)cc2)CC1	-9.1%	0.4%	0.4%	14.4%	-3.8%	12.3	30.3%[activator]
Cc1c(N=Cc2ccc(-c3ccc(Cl)cc3)o2)c(=O)n(-c2ccccc2)n1C	-22.2%	-2.2%	-14.1%	0.0%	7.2%	8.3	6.2%
CCCN1C(=O)C(NC(C)=O)c2cc(OC)ccc21 (stereo not drawn)	4.6%	-2.0%	-1.5%	-2.7%	-14.8%	-13.1	-13.9%
COc1ccc(C(C(=O)NC2CCCC2)N(C(=O)CNC(=O)c2ccco2)c2cccnc2)cc1 (stereo not drawn)	-16.0%	1.7%	2.6%	7.3%	-6.4%	6.1	-1.6%
CCCS(=O)(=O)Nc1cccc(-c2ccc3nnc(C)n3n2)c1	-15.8%	-0.3%	-6.2%	4.9%	8.2%	222.3	-3.2%
Cc1ccc(C(=O)OCC(=O)N(C)C2CCS(=O)(=O)C2)cc1[N+](=O)[O-] (stereo not drawn)	-6.0%	3.7%	-2.4%	-3.1%	-12.7%	15.5	9.3%
COc1ccc(Cn2c(=O)cc(N)n(-c3ccccc3C)c2=O)cc1	-0.7%	2.1%	7.2%	-5.7%	0.4%	1.9	-2.8%
COC(=O)c1c(C)oc2ccc(N(C(=O)c3ccncc3)S(=O)(=O)c3cc(C)c(C)cc3C)cc12	.	.	13.5%	.	1.7%	-60.1*	.
O=C(Cn1cnc2c(nnn2Cc2ccc(F)cc2)c1=O)OCc1ccccc1	-30.5%	0.5%	0.5%	-5.2%	6.4%	35.7	9.8%
COc1ccc(NC(=O)COC(=O)c2ccc3c(c2)OCO3)c(OC)c1	-8.3%	.	.	-2.2%	2.2%	22.0	4.9%
CCOc1ccc(NC(=O)C2CCN(c3nc4ccccc4[nH]3)CC2)cc1	.	.	7.9%	.	-2.3%[15.4 µM]	0.0	.
CCOC(=O)c1[nH]ncc1[C@@H]1C[C@H]2CN(Cc3cccc(Cl)c3)C(=O)[C@]23CCCN13	45.7%	0.7%	5.7%	-2.0%	-7.2%	-17.5	-10.0%
CCOC(=O)C1CCCN(c2c(NCCc3ccc(C)cc3)c(=O)c2=O)C1 (stereo not drawn)	-7.9%	-0.3%	-2.4%	-0.7%	1.6%	13.7	13.8%
C=CC[C@@H](Cc1ccc(F)cc1)C(=O)OC[C@H]1CCCN1C(=O)[C@@H](CC=C)CC(=O)N[C@H](CO)Cc1ccccc1	198.8%[activator]	.	.	39.7%[activator]	4.1%	2.9	?
COc1ccc(N2CCN(C(=O)NCc3ccc(OC)c(Cl)c3)CC2)cc1	-7.2%	1.3%	?	3.2%	3.1%	?	7.4%
CC1CCN(C(=O)COC(=O)C(C)N2C(=O)c3ccccc3C2=O)CC1 (stereo not drawn)	23.4%	.	1.7%	12.7%	2.4%	-35.1	11.7%
Cc1ccccc1-c1cc2nc(NCCN3CCCC3)n(C)c(=O)c2s1	.	.	.	0.9%	1.7%	13.9	.
Cc1sc2c(c1C)c(=O)n(-c1cccc(C(F)(F)F)c1)c(=O)n2CC(=O)NCc1ccco1	-7.0%	2.3%	3.4%	-2.7%	-12.7%	-3.5	13.0%
CCN1CCN(c2nc(C)c3c(n2)CCCC3=O)CC1	-7.3%	-1.5%	-11.0%	-2.2%	3.2%	85.8	-9.4%
COCCCNc1nc2ccccc2nc1NS(=O)(=O)c1ccc(F)cc1	-46.9%	-1.2%	-10.1%	17.3%	-2.4%	-19.5	6.4%
CSCCC(NS(=O)(=O)c1ccc(C)c(C(=O)O)c1)C(=O)O (stereo not drawn)	0.0%	6.5%	1.3%	-2.4%	-6.7%	-63.8*	2.3%
N/C(=N\OC(=O)c1ccc([N+](=O)[O-])cc1)c1ccc(Br)cc1	-12.3%	-0.8%	?	12.7%	5.3%	220.2	?
O=C(Nc1ccc(C(=O)O)cc1)/C(=C\C=C\c1ccccc1)NC(=O)c1ccccc1Cl	-4.8%	-6.4%	7.9%	3.0%	-7.4%	-25.7	-6.5%
N#CCc1nnc2n1-c1ccccc1CCC2	-9.8%	-3.4%	3.6%	18.1%	-1.1%	-8.0	8.6%
O=C(Nc1ccc(F)cc1)N1CCN(C(=O)c2nsc3ccccc23)CC1	.	.	1.7%	.	-4.1%[15.4 µM]	?	.

Two compounds picked at random from the list so far:
SMILES	AmpC no deterg	LmPK inh	AmpC inh detg	AMA1-RON2 inh	TbPYK inhibitor	HCMV inh	HCV inh
CSCCC(NS(=O)(=O)c1ccc(C)c(C(=O)O)c1)C(=O)O (stereo not drawn)	0.0%	6.5%	1.3%	-2.4%	-6.7%	-63.8*	2.3%
N/C(=N\OC(=O)c1ccc([N+](=O)[O-])cc1)c1ccc(Br)cc1	-12.3%	-0.8%	?	12.7%	5.3%	220.2	?
